GLS inhibitor – glutaminase GLS (human) inhibition; O94925; GLS enzymatic activity, qHTS titration; Potency, µM (series often up to 45.5 µM), for inactives: at the highest dose activity change, negative = inhibition, actives largely listed as inhibitors; 0.21% of 410,000 active; AID 624170; note: potency is the fitted concentration of half-maximal effect; % is set by controls: 0 for no effect and ±100 for the full control effect
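Assay buffer: 45 mM KH2PO4 pH 8.2, 0.02% Tween-20. hKGA acts on L-glutamine (1 mM solution added); product glutamate is reported by an oxidase/peroxidase Amplex Red coupling, with fluorescence taken at baseline and 30 min.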
Pin1 inhibitor – inhibitors of human Pin1; Potency, µM (titrated, usually from 115 µM), without a hit: at the top dose activity, negative = inhibition, actives largely listed as inhibitors; Pin1 FP peptide displacement, HiFluor488, 10 min; Q13526; 0.009% of 390,000 active; active = well fitted inhibition curve with a large enough effect in the polarisation, with a control signal flat, not every such curve was filed as active; inconclusive = small, poorly fitted or top-dose-only effect, or effect the other way, or a change in a side signal; inactive = no such curve, though single readings can be large or run the other way; the % refers to the polarisation; note: potency is the fitted concentration of half-maximal effect; % is set by controls: 0 for no effect and ±100 for the full control effect
PI4K2A inh – PI4K2A (human) kinase inhibition. activity change, negative = inhibition, % at 76.9 µM. 0.13% of 420,000 active. Q9BTU6. purified PI4K2A, ADP-Glo luminescence, 1 h; active compounds read low; in the data active = activity change below about -50%; inconclusive = mostly about -30% to -49%;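 note: -100% = wells without enzyme as full effect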
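PI4K2A activity was measured by ADP-Glo luminescence: enzyme (4 ug/mL stock) and phosphatidylinositol (1.2 mM stock) in Tris pH 7.5/MgCl2/EGTA/Triton X-100 buffer were reacted with ATP (300 microM stock) for one hour at ambient temperature.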
ERG Ets-DNA blk – blocks human ERG Ets domain binding to DNA; 0.028% of 370,000 active; P11308; Potency, µM (highest dose often 76.9 µM), for inactives: at the top dose FP activity, negative = inhibition, hits mostly inhibitors; fluorescence polarization, His-ERG Ets domain / labelled DNA; active = well fitted inhibition curve with a large enough effect in the polarisation, with a control signal flat; inconclusive = small, poorly fitted or top-dose-only effect, or effect the other way, or a change in a side signal; inactive = no such curve, though single readings can be large or run the other way; the % refers to the polarisation;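 note: polarization taken with two DNA probes labelled with fluorescein and Texas red; potency is the fitted concentration of half-maximal effect; % of control where 0% means no effect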
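His-tagged ERG Ets domain (1 uM in the protein solution; 300mM KCl, 50mM Tris-HCl, 1mM EDTA, 1mM DTT, pH 7.5) received compound, then a probe mix of 5 nM fluorescein-DNA and 100nM Texas-615-DNA. Fluorescence polarization was read for both dyes.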
BAZ2B inh – inhibitors of human BAZ2B bromodomain | AlphaScreen BAZ2B-H3K14Ac peptide displacement | Potency, µM (doses to about 114 µM), inactives show top-dose activity change, negative = inhibition, actives largely listed as inhibitors | AID 504333 | 4.4% of 360,000 active; note: potency is the fitted concentration of half-maximal effect; % is set by controls: 0 for no effect and ±100 for the full control effect; nearly all actives have a fitted effect of over 60% in size
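Compounds, titrated to a top concentration of 110 uM, were incubated 30 min at room temperature with preformed BAZ2B/acetyl-K14 H3 peptide complex (50 nM each). Proximity signal was measured by AlphaScreen after 20 min with beads.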
JMJD2A Tudor inh – JMJD2A Tudor domain (human) inhibition | O75164 | AlphaScreen JMJD2A-Tudor / H3K4me3 peptide binding | Potency, µM (highest dose often 114 µM), for the others: at the top dose activity change, negative = inhibition, actives largely listed as inhibitors | 4.4% of 390,000 active | AID 504339; note: potency is the fitted concentration of half-maximal effect; % is set by controls: 0 for no effect and ±100 for the full control effect; nearly all actives have a fitted effect of over 50% in size
Target sequence (O75164 whole entry, looked up, the tested form may be a part): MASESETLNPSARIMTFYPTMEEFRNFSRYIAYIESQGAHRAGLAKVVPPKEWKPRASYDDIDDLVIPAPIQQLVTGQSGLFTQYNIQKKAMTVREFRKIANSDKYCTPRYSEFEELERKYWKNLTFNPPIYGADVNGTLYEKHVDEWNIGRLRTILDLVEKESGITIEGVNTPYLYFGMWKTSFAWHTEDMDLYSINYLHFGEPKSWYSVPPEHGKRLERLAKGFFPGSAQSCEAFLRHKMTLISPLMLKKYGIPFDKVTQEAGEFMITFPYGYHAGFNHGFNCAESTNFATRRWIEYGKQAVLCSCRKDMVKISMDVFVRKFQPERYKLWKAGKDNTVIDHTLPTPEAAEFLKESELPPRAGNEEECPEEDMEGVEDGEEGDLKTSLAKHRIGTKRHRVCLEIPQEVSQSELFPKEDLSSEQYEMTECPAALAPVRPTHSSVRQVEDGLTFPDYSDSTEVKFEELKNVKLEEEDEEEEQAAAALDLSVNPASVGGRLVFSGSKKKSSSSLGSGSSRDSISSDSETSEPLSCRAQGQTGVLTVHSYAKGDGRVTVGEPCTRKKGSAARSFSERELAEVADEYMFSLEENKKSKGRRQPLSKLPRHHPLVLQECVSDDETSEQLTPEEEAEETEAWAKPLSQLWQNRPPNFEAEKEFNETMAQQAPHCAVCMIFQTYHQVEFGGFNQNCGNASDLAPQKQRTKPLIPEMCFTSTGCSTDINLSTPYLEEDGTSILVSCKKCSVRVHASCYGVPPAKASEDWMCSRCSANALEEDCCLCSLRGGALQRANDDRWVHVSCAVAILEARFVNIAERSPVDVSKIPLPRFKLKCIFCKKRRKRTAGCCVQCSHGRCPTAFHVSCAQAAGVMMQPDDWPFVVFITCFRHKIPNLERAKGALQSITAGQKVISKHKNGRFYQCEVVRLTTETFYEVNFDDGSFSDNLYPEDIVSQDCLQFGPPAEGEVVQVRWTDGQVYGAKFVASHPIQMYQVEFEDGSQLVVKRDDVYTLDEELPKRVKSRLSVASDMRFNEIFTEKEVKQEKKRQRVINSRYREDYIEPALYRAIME
HP1b chromo inh – inhibitors of HP1-beta chromodomain binding to methylated histone tails | AlphaScreen HP1-beta / biotin-H3K9me3 peptide binding | P83916 | Potency, µM (highest dose often 114 µM), for the others: top-dose activity change, negative = inhibition, hits mostly inhibitors | AID 540317 | 0.56% of 390,000 active; note: potency is the fitted concentration of half-maximal effect; nearly all actives have a fitted effect of over 70% in size; inactives centre near 23
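AlphaScreen: HP1-beta (50 nM) preformed 30 min with biotin-H3(1-18)K9me3 peptide (50 nM) in PBS pH 7.4, 0.01% Tween-20. Compound added for 30 min at RT, then streptavidin donor/nickel chelate acceptor beads (10 ug/mL) for 30 min.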
PGK inhibitor – T. brucei PGK inhibition; P07378; PGK/GAPDH coupled, Kinase-Glo luminescence, 60 min; Potency, µM (top dose mostly 57.5 µM), for the others: top-dose activity change, negative = inhibition, hits mostly inhibitors; 0.043% of 380,000 active; AID 602233; note: potency is the fitted concentration of half-maximal effect; % is set by controls: 0 for no effect and ±100 for the full control effect; nearly all actives have a fitted effect of over 60% in size
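Luminescent ATP detection (Kinase-Glo Plus) follows a 60-minute room-temperature incubation, with wells lacking PGK as controls. Buffer: 100 mM TEA (pH 7.6), 5 mM MgCl2, 0.01% Tween-20. Coupling enzyme GAPDH (100 nM final) supplies unstable 1,3-BPG in-well.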
G9a inh – G9a (human) methyltransferase inhibition. AID 504332. Q96KQ7. 8.8% of 350,000 active. G9a H3K9 monomethylation, AlphaScreen, 2 h. Potency, µM (doses to about 102 µM), for the others: top-dose activity, negative = inhibition, most hits filed as inhibitors; note: potency is the fitted concentration of half-maximal effect; % is set by controls: 0 for no effect and ±100 for the full control effect; nearly all actives have a fitted effect of over 75% in size
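AlphaScreen detection with an anti-monomethyl H3K9 antibody quantified product after a 2 h room-temperature reaction containing 500 nM biotinylated H3K9 peptide, 20 µM SAM and 20 nM enzyme, which had been preincubated 15 min with compound.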
* marks the source's active call; other numbers are inactive results; i = inactive; ? = inconclusive; / = not tested or not shown; & = joins results of further samples; [ ] = another dose, or the depositor's remark. Unless noted, calls come from the whole dose curve; as a rule, active = well fitted curve in the direction sought with a large enough effect; inconclusive = small, poorly fitted or top-dose-only effect, or another doubt; inactive = no such curve, though single readings can be large; an effect the other way counts as inactive or inconclusive. The order is random; about 11% have a hit in one of these screens.

Pin1 inhibitor	BAZ2B inh	JMJD2A Tudor inh	ERG Ets-DNA blk	G9a inh	PI4K2A inh	GLS inhibitor	PGK inhibitor	HP1b chromo inh	compound
1%	/	-5%	-10%	/	4	1%	4%	10%[57 µM]	CSc1ncccc1C(=O)NCc1nnc2ccccn12
0%	?	-17%	8%	/	0	0%	5%	0%	Cc1ccc2nc(Cl)c(C3CC(c4ccco4)=NN3S(C)(=O)=O)cc2c1 (stereo not drawn)
4%	12%	-10%	4%	-3%	-2	-4%	-5%	-4%	CCCCn1c(N)c(N(CC)C(=O)c2cccc(F)c2)c(=O)[nH]c1=O
5%	2%	-4%	7%	/	-1	3%	0%	14%	O=C1COc2ccc(C(=O)COC(=O)/C=C/c3cccc(F)c3)cc2N1
0%	-5%	13%	?	/	-2	3%	4%	52%[activator]	Cc1cccc(NC(=O)NCCCCc2ccccc2)c1
-3%	-2%	-26%	-8%	?	6	42%[activator]	7%	14%	Cc1cc(C)n(C2=NS(=O)(=O)c3ccccc32)n1
-2%	6%	11%	-4%	?	4	13%	-28%	21%	Cn1nc(OC(=O)Nc2cccc(Cl)c2)cc1C(F)(F)F
-2%	-7%	-4%	9%	-40%	6	/	-5%	45%[activator]	Cc1cc(C)c(S(=O)(=O)NCCC2CCCN2C)c(C)c1 (stereo not drawn)
-3%	-1%	-2%	-6%	3%[59 µM]	7	2%	-7%	29%	Cc1cccc(N=C2NC(=O)CS2)c1
6%	0%	3%	10%	-30%	-2	0%	2%	44%[activator]	Cc1noc(C)c1COc1ccc(CC(=O)NCc2ccccc2)cc1
-4%	4%	2%	3%	20%[2.33 µM]	3	/	11%	30%	Cc1cc(N(CN2CCCC2=O)C(=O)c2ccccc2)no1
-1%	-1%	-12%	-7%	13%	-1	6%	-2%	11%	C=CCN=C(NC#N)SCc1ccccc1Cl
4%	0%	1%	-19%	2%[12.7 µM]	-1	-5%	4%	35%	CC1(C)CC(=O)C=C(Nc2ccc(S(N)(=O)=O)cc2)C1
-9%	-2%	6%	4%	?	1	-1%	-8%	36%	CC1CCCN(C(=O)CN2CCC(c3nc4ccc(Cl)cc4[nH]3)CC2)C1 (stereo not drawn)
29%	-7%	-9%	-13%	-4%[59 µM]	6	-11%	i	43%[activator]	CCOC(=O)N1CCN(S(=O)(=O)c2ccc(C(=O)Nc3ccc4c(c3)C(=O)NC4=O)cc2)CC1
-5%	-2%	-13%	-6%	9%	-1	-3%	-7%	32%	CN(C)/C=C/C(=O)c1ccc(Cl)cc1Cl
0%	3%	-21%	3%	?	-1	-20%	-3%	32%	Cc1n[nH]c(=S)n1/N=C/c1ccc(OCc2ccc(Cl)cc2)cc1
1%	5%	-10%	1%	7%	5	-2%	2%	27%	O=[N+]([O-])c1cccc(N(CC(O)CN2CCCCC2)S(=O)(=O)c2ccccc2)c1 (stereo not drawn)
11%&-1%	50µM*	?	13%&-5%	50µM*	5&-8	5%&10%	2%&-8%	-8%&-2%	CCOC(=O)c1ccc(N=c2sc(C(=O)OC)cc(=O)n2CCCN2CCOCC2)cc1
3%	-18%	-13%	11%	?	5	-8%	i	13%	O=C(CC1(O)C(=O)N(CCc2ccccc2)c2ccccc21)c1ccccn1 (stereo not drawn)
2%	-9%	-18%	22%	8%	2	-9%	i	38%	CCCCOc1ccc(C(=O)OCC(=O)Nc2cc(C)on2)cc1
-3%	0%	-28%	2%	/	-7	3%	-1%	30%	COCCn1c(-c2ccc(C)cc2)nc2oc3cc(OC)ccc3c(=O)c2c1=O
-6%	-14%	-13%	3%	-26%[59 µM]	1	-6%	-2%	23%	COc1ccc(OC)c(NC(=O)CC(=O)Nc2ccc3nc4n(c(=O)c3c2)CCCCC4)c1
4%	8%	-5%	9%	-4%[2.33 µM]	3	14%	7%	33%	COc1ccc(NC(C)=O)cc1NS(=O)(=O)c1ccc2c(c1)OCCO2
-1%	-17%	-13%	-9%	-24%	1	-4%	/	30%[activator]	O=C(NCCCN1CCCC1=O)c1cccc(Oc2ccccc2)c1
0%	1%	-10%	3%	?	-3	17%	4%	16%	OC(CNCC1CCCO1)Cn1c2ccccc2c2ccccc21 (stereo not drawn)
2%	10%	-1%	-4%	45%	9	-9%	3%	26%	COc1nc(Nc2ccccc2F)nc(OC)n1
?	-6%	?	58%[activator]	1.3µM*	-1	1%	-3%	18%	Cc1cc(C2C(C#N)=C(N)SC(N)=C2C#N)c(C)s1
-3%	-29%	-2%	-8%	10µM*	2	-13%	-6%	31%	Clc1ccc(-c2csc(N/N=C\c3cccnc3)n2)cc1
2%	-22%	-6%	5%	-9%[59 µM]	0	4%	0%	11%	Cc1ccc(CNC(=O)Cn2c(=O)n(-c3ccc(C)cc3)c(=O)c3c2c2cc(C)ccc2n3C)cc1
3%	-21%	-19%	-4%	4%	0	0%	2%	35%	COC(=O)c1cccnc1-n1c(=O)c2cccnc2n(CC(=O)Nc2ccc(Br)cc2)c1=O
4%	-26%	-4%	-3%	-9%[12.7 µM]	0	4%	6%	30%	COC(=O)[C@@H](Cc1ccccc1)NC(=O)[C@H]1CCC(=O)N1C(=O)OCc1ccccc1
-4%	1%	-6%	11%	10%[59 µM]	0	-1%	-6%	31%[activator]	Cc1ccccc1NC(=O)NCC1CCCO1 (stereo not drawn)
0%	2%	-1%	-16%	-8%	0	8%	17%	18%	O=C(CN1CCCCC1)Nc1ccccc1C(=O)NC1CC1
1%	-10%	-15%	17%	/	-2	10%	-1%	24%	CC(Oc1ccccc1[N+](=O)[O-])C(=O)N/N=C/c1ccoc1 (stereo not drawn)
1%	-37%	?	-9%	/	-14	?	2%	12%	CCCCOC(=O)C1=C(N)N2C(=O)C(C)SC2=C(C(=O)OCC)C1c1ccc(O)c(OC)c1 (stereo not drawn)
0%	1%	1%	4%	7%[59 µM]	1	-8%	-6%	88%[activator]	Cc1noc(C)c1COC(=O)c1ccccc1Sc1ccccc1C#N
-1%	12%	-1%	6%	8%	-3	0%	4%	36%	O=C(Nc1ccccc1F)C1COc2ccccc2O1 (stereo not drawn)
0%	-23%	7%	1%	3%	-6	18%	0%	39%[activator]	COc1ccc(-c2cc3c(=O)n(CC(=O)NCCCN4CCN(Cc5ccccc5)CC4)ncn3n2)cc1
7%	-27%	-25%	0%	-3%	14	-3%	-22%	22%	COc1ccc(C(CNC(=O)COc2ccccc2-c2ccccc2)N2CCOCC2)cc1 (stereo not drawn)
-5%	3%	-3%	2%	-46%	2	14%	-2%	11%	CCCN(CCC)CCCNC(=O)C1c2cc(OC)c(OC)cc2C(=O)N(C)C1c1cccs1 (stereo not drawn)
1%	3%	-5%	3%	7%[12.7 µM]	1	13%	9%	20%	CC(=O)NCCOc1nc(N(C)C)nc(N(C)C)n1
24%	0%	-12%	-12%	12%	-5	-8%	-11%	-3%	CCOc1cc(/C=N/NC(=O)c2ccc(N(C)S(=O)(=O)c3ccccc3)cc2)ccc1OC
4%	1%	-5%	2%	-14%[59 µM]	-2	-13%	/	30%	CC1(C(=O)NC2CCCCC2)Cc2ccccc2C(=O)N1Cc1ccc(F)cc1 (stereo not drawn)
0%	-5%	-8%	0%	13%[12.7 µM]	-4	19%	-2%	25%	CC(OC(=O)c1n[nH]c2ccccc12)C(=O)NC1CCCCC1C (stereo not drawn)
-5%	9%	-10%	-9%	11%[59 µM]	1	2%	-6%	32%	CNC(=O)C(=O)Nc1c(C)cc(C)cc1C
-18%	2%	-1%	-25%	/	1	2%	1%	38%	O=C(O)c1ccccc1NC(=O)c1ccccc1-c1ccccc1C(=O)O
0%	-19%	7%	5%	13%	3	-18%	-10%	22%	CC(NC(=O)c1ccco1)C(=O)N1CCCCC1 (stereo not drawn)
-8%	-7%	-19%	4%	/	3	?	-4%	15%	NC(=O)Cn1cc(/C=N\NS(=O)(=O)c2ccc(F)cc2)c2ccccc21
-6%	50µM*	4µM*	-1%	10µM*	-1	4%	-6%	?	Clc1ccc(C(CCN2CCCC2)Cc2ccccc2)cc1 (stereo not drawn)
4%	-4%	-24%	-2%	71µM*	4	15%	-7%	23%	O=C(NC(=S)NN1CCCCC1c1cccnc1)c1ccc(Cl)cc1Cl (stereo not drawn)
65%[activator]	-3%	-1%	5%	7%[59 µM]	-1	7%	2%	25%[57 µM]	O=C(NCCS(=O)(=O)N1CCN(c2cccc(Cl)c2)CC1)C(c1ccccc1)c1ccccc1
1%	/	30%	0%	/	0	9%	5%	79%[activator]	COc1ccc2ccc3ccc(OC)c(OC(C)=O)c3c2c1

Whole records, looked up by structure.
CCCN(CCC)CCCNC(=O)C1c2cc(OC)c(OC)cc2C(=O)N(C)C1c1cccs1 (stereo not drawn) is listed with Pin1 inhibitor = -5%; BAZ2B inh = 3%; JMJD2A Tudor inh = -3%; ERG Ets-DNA blk = 2%; G9a inh = -46%; PI4K2A inh = 2; GLS inhibitor = 14%; PGK inhibitor = -2%; HP1b chromo inh = 11%
CC1(C(=O)NC2CCCCC2)Cc2ccccc2C(=O)N1Cc1ccc(F)cc1 (stereo not drawn) is listed with Pin1 inhibitor = 4%; BAZ2B inh = 1%; JMJD2A Tudor inh = -5%; ERG Ets-DNA blk = 2%; G9a inh = -14%[59 µM]; PI4K2A inh = -2; GLS inhibitor = -13%; PGK inhibitor = /; HP1b chromo inh = 30%

Compound activity (PubChem BioAssay)
